# Compound activity as filed in PubChem.
# CIT2-GFP yeast: modulators of TOR pathway CIT2-GFP in S. cerevisiae. GFP response vs DMSO, % at 10 µM. S. cerevisiae CIT2-GFP strain, flow cytometry, 3 h; 100 means same as DMSO wells. actives 0.065% (n = 320,000);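 active means GFP response relative to DMSO above a set limit, near the screen mean plus 3 SD, cut at about 150% in these data; inconclusive means Fewer than 70 cells measured for a yeast strain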;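 further: ratio of well median GFP fluorescence to mean of DMSO wells on the plate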
# MEP2-GFP yeast: alters MEP2-GFP fluorescence in TOR pathway yeast screen. actives 0.51% (n = 330,000). S. cerevisiae MEP2-GFP strain, flow cytometry GFP, 3 h; 100% = DMSO control level. AID 2016. GFP response vs DMSO, % at 10 µM;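 active means GFP response versus DMSO above a set limit, roughly screen mean plus 3 SD, cut at about 180% in these data; inconclusive means fewer than 70 cells counted for a yeast strain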;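 further: median GFP fluorescence of the barcode-gated MEP2-GFP cells per well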
# AGP1 TOR yeast: modulators of TOR pathway AGP1-GFP in S. cerevisiae | S. cerevisiae AGP1-GFP multiplex flow cytometry, 3 h; GFP as percent of DMSO wells | GFP response vs DMSO, % at 10 µM | actives 0.02% (n = 320,000);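 active means GFP response relative to DMSO above a set limit, near screen average plus 3 SD, cut at about 150% in these data; inconclusive means fewer than 70 cells counted for the yeast strain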;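 further: median GFP channel fluorescence of the gated AGP1 strain per well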
# LAP4-GFP MLPCN: modulators of TOR pathway LAP4-GFP in S. cerevisiae | S. cerevisiae LAP4-GFP multiplex, flow cytometry GFP, 3 h; median GFP as percent of DMSO wells | GFP response vs DMSO, % at 10 µM | actives 0.34% (n = 320,000);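 active means GFP response vs DMSO above a set limit, about the screen mean plus 3 SD, cut at about 150% in these data; inconclusive means under 70 cell events counted for the yeast strain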
# CR mimetic SO: lowers age-related superoxide in aged yeast cells | actives 0.18% (n = 330,000) | superoxide response (% of plate mean), % at 10 µM | S. cerevisiae aged cells, superoxide DHE fluorescence; active compounds read low | AID 2690;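 active means superoxide response under a set limit, about three screen SD below normal, cut at about 65% in these data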;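 further: yeast aged for seven days with compound at 30 °C before DHE staining; 100% = average MFI of all compound-treated wells on the plate with controls excluded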
# Efflux pump mplx: antifungal efflux pump inhibition, Nile Red retention. S. cerevisiae Candida pump triplex. inhibition, % at 10 µM. actives 0.44% (n = 330,000). AID 485275;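 active means plate passing quality check with inhibition over a set limit, or well fluorescence over plate mean plus 4 SD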;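 further: Nile Red retained in pooled yeast measured as flow cytometry median fluorescence; 0% = buffer negative control and 100% = Enniatin B positive control; higher means more Nile Red kept so more efflux inhibition; some compounds called inactive have numbers as strong as hits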
# RPL19A TOR yeast: alters RPL19A-GFP fluorescence in TOR pathway yeast screen. S. cerevisiae RPL19A-GFP strain, flow cytometry, 3 h; active compounds read low. percent response vs DMSO, % at 10 µM. actives 0.3% (n = 330,000). AID 2025;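 active means percent response vs DMSO below 50%; inconclusive means fewer than 70 events counted for the yeast strain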;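 further: median channel GFP fluorescence of the barcoded RPL19A-GFP strain; ratio of sample median GFP to plate DMSO average so 100% = DMSO; lower means less RPL19A-GFP as with rapamycin TOR inhibition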
# AHR act: activators of human aryl hydrocarbon receptor; P35869; AHR-responsive luciferase reporter cells, luminescence; activation, % at 5 µM; actives 2.5% (n = 320,000); in the data active means activation above about 47%;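 further: 0% = vehicle wells and 100% = reference agonist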
# Target sequence (P35869 whole entry, looked up): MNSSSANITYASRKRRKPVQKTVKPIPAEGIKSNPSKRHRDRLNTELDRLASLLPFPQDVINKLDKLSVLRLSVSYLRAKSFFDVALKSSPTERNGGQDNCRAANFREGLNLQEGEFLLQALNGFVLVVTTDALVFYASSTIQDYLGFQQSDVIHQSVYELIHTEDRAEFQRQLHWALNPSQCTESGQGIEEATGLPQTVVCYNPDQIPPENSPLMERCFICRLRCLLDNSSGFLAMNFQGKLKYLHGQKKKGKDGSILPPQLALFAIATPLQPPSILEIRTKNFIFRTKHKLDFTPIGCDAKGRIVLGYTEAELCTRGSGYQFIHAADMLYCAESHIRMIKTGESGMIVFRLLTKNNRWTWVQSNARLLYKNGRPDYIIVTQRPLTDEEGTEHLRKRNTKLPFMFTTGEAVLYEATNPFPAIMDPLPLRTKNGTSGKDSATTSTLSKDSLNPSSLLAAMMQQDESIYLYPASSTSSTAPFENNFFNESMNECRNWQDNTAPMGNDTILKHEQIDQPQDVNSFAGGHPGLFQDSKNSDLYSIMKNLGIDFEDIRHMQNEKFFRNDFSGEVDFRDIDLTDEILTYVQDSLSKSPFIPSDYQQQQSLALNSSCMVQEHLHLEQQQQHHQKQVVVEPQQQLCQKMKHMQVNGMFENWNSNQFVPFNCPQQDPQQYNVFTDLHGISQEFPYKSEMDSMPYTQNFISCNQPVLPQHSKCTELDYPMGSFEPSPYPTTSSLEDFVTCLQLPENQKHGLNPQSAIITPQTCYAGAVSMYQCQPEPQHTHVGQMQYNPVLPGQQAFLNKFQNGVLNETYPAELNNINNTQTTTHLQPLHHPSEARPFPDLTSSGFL
# Active calls of the source: *; ? = inconclusive; . = no result given; [ ] = remark or other dose. This is a random part of the collection; overall some 3.9% were active at least once.
SMILES,CIT2-GFP yeast,MEP2-GFP yeast,AGP1 TOR yeast,LAP4-GFP MLPCN,CR mimetic SO,Efflux pump mplx,RPL19A TOR yeast,AHR act
O=C(NCc1ccco1)C1CCN(C(=O)c2cc3sccc3n2Cc2ccc(F)cc2)CC1,97,103,103,99,106,0.2,97,-2
C#CCOC(=O)/C(=C/c1ccc(F)cc1)NC(C)=O,104,83,104,99,98,-0.3,105,-3
CC1(C(=O)O)CCC(C(=O)N2CCCCC2)C1(C)C (stereo not drawn),104,96,106,108,92,0.0,101,-1
CN(C)c1ccc(NC(=O)C2CCCN(S(=O)(=O)c3ccccc3)C2)cc1 (stereo not drawn),88,92,91,88,126,0.6,93,18
O=C(CSc1ccc(-c2ccccn2)nn1)NC1CCCC1,99,100,98,100,88,-0.3,97,2
Cc1cc(C)cc(OCC(=O)N/N=C\c2cn(C)nc2C)c1,104,113,103,112,108,-0.1,107,2
CCOC(=O)c1[nH]c2ccc(OC)cc2c1C,99,100,94,110,94,-0.2,93,12
O=C1CCCC2=C1C(c1ccccc1)C1C(=O)c3ccccc3C1=N2 (stereo not drawn),106,108,107,99,81,-0.4,107,7
Cc1nn(CC(O)COc2ccc3c(c2)CCC3)c(C)c1C (stereo not drawn),96,101,97,102,90,0.0,95,7
CN(C)Cc1cc2ccccc2c2c1COC2,106,105,109,115,106,-0.1,105,-1
CC1(C)CC2CC(C)(CN2C(=O)COC(=O)c2cccc(O)c2)C1 (stereo not drawn),94,90,86,81,107,0.0,89,-2
CCOCCCn1c(=S)[nH]c2cc(C(=O)NCCCN(CC)CC)ccc2c1=O,92,91,96,94,107,0.0,94,1

# Sorted by the number under LAP4-GFP MLPCN (low to high): 4 from the list above.
molecule,LAP4-GFP MLPCN
CCOCCCn1c(=S)[nH]c2cc(C(=O)NCCCN(CC)CC)ccc2c1=O,94
CC1(C(=O)O)CCC(C(=O)N2CCCCC2)C1(C)C (stereo not drawn),108
CCOC(=O)c1[nH]c2ccc(OC)cc2c1C,110
Cc1cc(C)cc(OCC(=O)N/N=C\c2cn(C)nc2C)c1,112

# Carrying on:
SMILES,CIT2-GFP yeast,MEP2-GFP yeast,AGP1 TOR yeast,LAP4-GFP MLPCN,CR mimetic SO,Efflux pump mplx,RPL19A TOR yeast,AHR act
Cc1nc2ncnn2c(C)c1CCC(=O)Nc1ccc(S(=O)(=O)N2CCCCCC2)cc1,91,106,95,97,104,0.2,96,0
COc1ccc(C(=O)N/C(=C\c2cccc3ccccc23)C(=O)N2CCN(C)CC2)cc1,106,116,106,112,79,0.1,107,7
O=C(NCc1nnc(SCC(=O)N2CCCC2)o1)c1cccc(C(F)(F)F)c1,106,115,105,110,93,-0.1,106,-3
CC(=O)c1ccc(NC(=O)CN2C(=O)CCC2=O)cc1,91,92,96,104,109,-0.1,95,3
O=C(COC(=O)c1ccc(S(=O)(=O)Nc2ccccc2)cc1)NCCN1C(=O)CSC1=O,108,106,102,100,104,-0.1,99,-2
Cc1nnc(SCc2cc([N+](=O)[O-])cc3c2OCOC3)n(N)c1=O,96,106,92,108,95,0.1,96,1
Cc1c(NC(=O)COc2ccc(C(C)C)cc2)c(=O)n(-c2ccccc2)n1C,96,100,101,104,112,0.1,101,-2
Cc1c(NC(=O)CSC2=C(C#N)C(c3ccccc3F)CC(=O)N2)c(=O)n(-c2ccccc2)n1C (stereo not drawn),102,89,103,100,88,0.1,101,3
CC(=O)NC1=NN(C(C)=O)C(C)(c2cccnc2)S1 (stereo not drawn),100,109,111,111,104,0.0,103,-2
CCN(CC)CCN(Cc1cc2cc3c(cc2[nH]c1=O)OCO3)C(=S)NCCOC,97,106,98,100,98,0.2,102,38
CCC(CO)Oc1cc(NCc2cccc(C)c2)c2ncn(C(C)C)c2c1 (stereo not drawn),106,103,107,97,81,-0.4,104,4
COc1ccc(-c2noc(CCC(=O)NCC3CCCO3)n2)cc1 (stereo not drawn),103,80,101,98,106,-0.1,88,2
Nc1nnc(SCC(=O)Nc2cc(C(F)(F)F)ccc2N2CCOCC2)s1,109,106,.,106,75,0.0,105,-2
Cc1ccccc1CS(=O)(=O)Cc1ccc(C(=O)NCc2ccco2)o1,?,99[may fluoresce violet],20[may fluoresce violet],86[may fluoresce violet],102,0.3,99[may fluoresce violet],-1
CCOC(=O)NC(=O)/C(C#N)=N/Nc1ccc(F)cc1,92,104,99,108,81,-0.1,97,1
CC(CCOC1=NS(=O)(=O)c2ccccc21)NC(=O)C(=O)Nc1ccccc1 (stereo not drawn),102,104,103,104,102,0.2,100,0
CCCCN1C(=O)NC(NC(C)=O)(C(F)(F)F)C1=O (stereo not drawn),97,103,104,100,104,0.0,103,-3
O=S(=O)(Cc1ccccc1)N1CCC(N2CCN(c3ccccc3)CC2)CC1,104,104,97,97,95,-0.2,93,0
N#Cc1cnn2c(-c3cccc([N+](=O)[O-])c3)ccnc12,110,106,103,101,104,-0.4,101,-5
Cc1ccc2nc(-c3ccccc3)c(NC(=O)c3ccco3)n2c1,?,151[may fluoresce violet],21[may fluoresce violet],84[may fluoresce violet],104,-0.1,55[may fluoresce violet],3
C=CCC[C@@H](Cc1ccc(F)cc1)C(=O)O[C@H](CNC(=O)[C@@H](CC=C)CC(=O)N[C@H](CO)Cc1ccccc1)c1ccccc1,101,101,99,100,106,-0.2,100,-1
Cc1ccc(S(=O)(=O)N(C)c2cc(S(=O)(=O)N3CCC(C)CC3)c(C)cc2C)cc1,110,98,104,110,105,0.3,103,1
COc1ccc(S(=O)(=O)Nc2ccc3c(c2)C(=O)N([C@@H](C)CO)C[C@H](C)[C@H](CN(C)CC2CC2)O3)cc1,96,96,107,111,118,0.0,97,0
C/C(CC(=O)Nc1ccc(Cl)c(C(F)(F)F)c1)=N\NC(=O)c1cc2ccccc2cc1O,97,66,94,84,91,-0.5,99,3
Cc1nc(C)c(C(=O)OCC(=O)Nc2ccccc2)s1,93,102,97,104,106,0.1,95,2
COc1ccc(C(=O)Nc2nc3c(s2)Cc2cc(OC)ccc2-3)cc1,103,101,96,98,102,0.0,99,-4
CCN(CC)CCSc1nc(O)c(-c2ccccc2)c(=O)n1-c1ccccc1,98,117,97,96,102,-0.1,102,1
CCOC(=O)Cn1c(SC)nc2sc3c(c2c1=O)CC(C)(C)OC3,94,94,100,96,118,-0.3,98,2
O=C(NCc1ccc2c(c1)OCO2)C1CCCN(S(=O)(=O)c2cccs2)C1 (stereo not drawn),97,94,100,108,99,-0.1,100,1
CC1CCCCN1C(=O)Cn1c(=O)oc2cc(S(=O)(=O)N3CCCC3)ccc21 (stereo not drawn),101,104,105,109,102,-0.4,104,-1
Cn1c(=O)c2c(nc(CN3CCN(c4ccccc4)CC3)n2CCc2ccccc2)n(C)c1=O,99,103,104,106,98,0.3,98,-2
CCCN(CC(=O)Nc1ccc(C(N)=O)cc1)CC(=O)Nc1ccc(Cl)cc1Cl,101,111,95,95,107,0.1,106,1
O=C(Nc1ccc2ncccc2c1)c1ccccc1Cl,96,106,102,99,88,0.1,106,9
CN1C(=O)[C@H]2[C@@H](C3CC3)N3C(=O)CN(Cc4ccccn4)C(=O)[C@@]3(Cc3ccccc3)[C@H]2C1=O,110,94,93,128,103,-0.1,102,-3
O=c1oc2ccc3ccccc3c2c2c1SC(C(F)(F)F)C2 (stereo not drawn),116,102,96,103,99,-0.1,97,8
CCOc1ccccc1C(=O)Nc1cc(C(=O)NCCc2ccccc2)ccc1Cl,104,101,99,103,95,0.1,98,11
Cc1ccc(NC(=O)CS(=O)CC(=O)NCCCN(C)c2ccccc2)cc1 (stereo not drawn),96,101,94,97,101,0.1,97,0
O=S(=O)(NCC(c1cccs1)N1CCc2ccccc2C1)c1ccccc1 (stereo not drawn),86,87,98,98,90,-0.1,87,0
CCc1nnc(NC(=O)CSc2nc3c(cc2C#N)CCC3)s1,108,115,107,101,97,0.0,102,-5
CC(C)(C)c1cc(C(=O)NNc2cc(C(F)(F)F)ccc2Cl)n(Cc2ccccc2)n1,88,103,96,97,92,0.1,101,9
COc1cccc(C(=O)N2CCC(N3CC(C)OC(C)C3)CC2)c1 (stereo not drawn),95,102,90,90,99,0.0,105,-1
O=[N+]([O-])c1ccc(S(=O)(=O)N2CCN(Cc3c[nH]c4ccccc34)CC2)cc1,106,97,98,88,102,-0.1,101,13
COc1ccc(NS(=O)(=O)c2cccc(C(=O)N/N=C(\C)c3ccncc3)c2)cc1,100,101,100,83,97,-0.1,106,6
CCc1cc(C(=O)N2CCN(C(=O)c3ccco3)CC2)sc1C,101,111,115,122,91,0.1,104,-2
CN1CCN(NC(=O)Nc2ccc(Br)cc2)CC1,103,101,105,98,101,0.0,99,0
CCOC(=O)C1CCN(C(=O)CCc2nnc3ccc(N4CCN(C)CC4)nn23)CC1,95,99,100,92,80,0.1,99,3
Fc1ccc(-c2cnn3c(-c4ccncc4)ccnc23)cc1,88,86,84,109,122,-0.1,96,135*
CN(C)S(=O)(=O)c1cc(NC(=O)[C@H](Cc2ccccc2)N2C(=O)c3ccccc3C2=O)ccc1Cl,104,113,108,111,92,-0.4,106,71*
CCC(C)NS(=O)(=O)c1ccc(-c2csnn2)s1 (stereo not drawn),92,103,102,101,95,0.0,98,3
Cc1cc(=O)[nH]c(SC/C=C/c2ccccc2)n1,94,104,101,105,106,0.4,100,-1
CCCSc1cc(Cl)nc(N)n1,87,99,100,109,99,0.0,100,2
Cn1nc(C(=O)OCC(=O)c2ccccc2)c2ccccc2c1=O,79,89,83,86,88,0.1,95,0
Cc1cccc2c(SCC(N)=O)nc(-c3ccccc3)nc12,99,106,131,98,116,0.0,109,35
Cc1cc(/C=C2/SC(=O)N(CC(=O)OC(C)C)C2=O)c(C)n1C,89,90,94,99,100,-0.1,91,-2
Clc1ncnc2scc(C3COc4ccccc4O3)c12 (stereo not drawn),94,114,97,102,89,0.4,102,0
OCCC1CN(Cc2ccc(-c3ccco3)cc2)CCN1Cc1ccsc1 (stereo not drawn),102,100,108,107,102,-0.2,101,2
O=C(c1ccc2c(c1)C(=O)N(c1ccc(Cl)cc1)C2=O)N1CCN(c2ccccn2)CC1,102,107,101,108,109,0.0,106,1
Cc1cc2c(N=O)c(NO)ccc2[nH]1,91,99,100,105,108,0.2,103,16
CCN1CCN(C(=S)Nc2cc(C(=O)OC)ccc2C(=O)OC)CC1,87,103,95,104,91,0.3,94,0
CC1(C)NC(=O)N(CC(=O)N2CCN(S(=O)(=O)c3ccccc3C(F)(F)F)CC2)C1=O,101,109,108,103,81,0.0,113,0

# Later entries:
SMILES,CIT2-GFP yeast,MEP2-GFP yeast,AGP1 TOR yeast,LAP4-GFP MLPCN,CR mimetic SO,Efflux pump mplx,RPL19A TOR yeast,AHR act
CC(C)(C)NC(=O)NC(=O)CN1CCN(Cc2ccccc2)CC1,87,88,98,99,98,0.1,91,-1
COc1cc(/C=C2/C(=N)N3C=CSC3=NC2=O)ccc1OCCOc1ccc(NC(C)=O)cc1,116,110,103,94,107,0.1,105,11
Nc1ccccc1SCC(=O)Nc1ccc(N2CCOCC2)cc1,85,95,86,91,94,-0.2,98,8
CCCCC(CC(C)O)c1n[nH]c(=S)n1-c1ccccc1 (stereo not drawn),107,106,107,99,107,0.2,103,0
COc1cc2[nH]c3c(=O)n(N)c(=O)[nH]c3c2cc1OC,94,101,101,100,121,0.1,97,1
CC(NC(=O)C1(S(=O)(=O)c2ccc(Cl)cc2)CC1)c1ccccc1 (stereo not drawn),96,95,99,100,82,0.2,98,4
COC(=O)C1=CN(C)C=C(C(=O)OC)C1c1ccccc1Cl,92,102,101,101,104,0.0,101,1
